# Source: PubChem BioAssay
# CRE Fsk mod: modulators of forskolin-stimulated CRE signaling in CHO cells | CHO CRE-bla reporter (cAMP response element driving beta-lactamase), forskolin EC10, beta-lactamase ratio | Potency, µM (titrated, usually from 38.2 µM), without a hit: at the top dose activity change, negative = inhibition, most hits filed as activators | hit rate 2.5% among 71,000 | AID 662; active = well fitted activation curve with a large enough effect in the signal ratio, with a control signal flat, not every such curve was filed as active; inconclusive = small, poorly fitted or top-dose-only effect, or effect the other way, or a change in a side signal; the % refers to the signal ratio; also: potency is read from the fitted curve at half-maximal effect; % of control where 0% means no effect
#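 CHO CRE-bla cells, overnight plating in Opti-MEM with 0.5% dialyzed FBS; cpd titration + EC10 NKH 477, 3 h 37 °C; CCF4 2 h RT; ex 405/em 460 vs 530 ratio → %Activity, AC50.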
# Rhodamine autofl: compound autofluorescence in rhodamine spectral region | AID 594 | Rhodamine-region fluorescence, 547/598 nm, Tris buffer; active compounds read high | max dye-equivalent concentration, M | hit rate 0.05% among 59,000; in the data active = max dye-equivalent concentration above about 11 nM; inconclusive = between about 1.1 nM and that limit
#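 Read-out is relative fluorescence at 547 nm excitation and 598 nm emission, expressed as dye-equivalent concentration using rhodamine standards on every plate. Each compound was profiled across a concentration series after 15 min in 100 mM Tris, pH 8.0.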
# ALOX15 inhib: 15-hLO (ALOX15) enzyme inhibition; Potency, µM (titrated, usually from 57.1 µM), for the others: at the highest dose activity change, negative = inhibition, usual class: inhibitors; purified 15hLO-1, xylenol orange hydroperoxide absorbance; hit rate 1.4% among 74,000; P16050; also: potency is read from the fitted curve at half-maximal effect; % is scaled to controls: 0 for no effect and ±100 for the full control effect; nearly all actives have a fitted effect of over 55% in size
#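 Inhibition is scored from a chromogenic endpoint. After 15 min enzyme-compound contact, arachidonic acid (50 uM final) reacts 6 min with 40 nM 15hLO-1 at room temperature, then Fe-XO reagent is added for 30 min and absorbance ratio recorded.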
# HBB splicing: hemoglobin beta splicing modulation; HBB splicing reporter cell assay, activation; EGFP reporter with mutant IVS2-654 intron; response scale: normalised to 500 nM splice-correcting PNA; Potency, µM (highest dose often 46.1 µM), for inactives: top-dose activation, usual class: activators; hit rate 0.06% among 65,000; also: potency is read from the fitted curve at half-maximal effect; 0% is about no effect
#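 Compounds were applied for 2 days to HeLa EGFP-654 cells, 500/well in Optimem with 2% FCS. The reporter's EGFP is disrupted by mis-splicing of beta-globin intron IVS2-654. Readout: summed well GFP fluorescence from 488 nm laser scanning; reference was 500 nM antisense […] 654 PNA.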
# ERK AVP block: vasopressin-driven ERK pathway inhibition | Potency, µM (highest dose often 57.5 µM), for inactives: at the top dose activity, negative = inhibition, actives largely listed as inhibitors | AID 995 | HEK293-V1b, vasopressin-stimulated pERK AlphaScreen | hit rate 0.99% among 72,000; also: potency is read from the fitted curve at half-maximal effect; % is scaled to controls: 0 for no effect and ±100 for the full control effect; nearly all actives have a fitted effect of over 55% in size
#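 qHTS, compounds titrated on V1b-expressing HEK293 cells. Preincubation 30 min at 37C, vasopressin 25 nM for 5 min, lysis 10 min, bead incubation 5 hr at room temperature.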
# Luciferase inh: firefly luciferase inhibition; P08659; purified firefly luciferase, luminescence, 8 min; Potency, µM (series often up to 57.1 µM), for the others: at the top dose activity change, negative = inhibition, actives largely listed as inhibitors; hit rate 2.2% among 72,000; AID 411; also: potency is read from the fitted curve at half-maximal effect; % is scaled to controls: 0 for no effect and ±100 for the full control effect; nearly all actives have a fitted effect of over 40% in size
# Target sequence (P08659 whole entry, looked up): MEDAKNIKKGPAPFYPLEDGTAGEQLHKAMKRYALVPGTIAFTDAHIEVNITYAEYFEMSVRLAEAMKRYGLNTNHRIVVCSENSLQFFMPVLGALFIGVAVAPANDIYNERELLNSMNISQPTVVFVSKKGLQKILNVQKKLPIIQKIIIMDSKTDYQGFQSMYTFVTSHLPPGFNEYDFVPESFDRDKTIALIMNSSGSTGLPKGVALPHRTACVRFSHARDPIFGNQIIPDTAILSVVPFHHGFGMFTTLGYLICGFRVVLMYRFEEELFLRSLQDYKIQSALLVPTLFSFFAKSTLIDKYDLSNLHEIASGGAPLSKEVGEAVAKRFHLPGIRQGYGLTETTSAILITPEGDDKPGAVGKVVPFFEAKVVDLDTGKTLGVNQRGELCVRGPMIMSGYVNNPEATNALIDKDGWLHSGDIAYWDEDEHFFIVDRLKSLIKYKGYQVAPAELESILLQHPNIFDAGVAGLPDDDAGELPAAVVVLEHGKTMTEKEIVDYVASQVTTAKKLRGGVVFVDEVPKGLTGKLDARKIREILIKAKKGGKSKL
#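 Compounds were tested as concentration series (qHTS) against purified P. pyralis luciferase with luciferin and 10 uM ATP in 50 mM imidazole pH 7.2, 50 mM KCl, 7 mM MgCl2, 0.01% Tween 20, 0.05% BSA. Luminescence was read after 8 min at ambient temperature.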
# Hsp90 Hop PPI: changes Hsp90-Hop TPR2A binding signal, up or down. Potency, µM (doses to about 57 µM), for the others: at the highest dose activity change, negative = inhibition. AlphaScreen TPR2A-His6 binding biotin-Hsp90 C-terminal peptide. hit rate 0.44% among 71,000; active = well fitted curve in either direction with a large enough effect; inconclusive = small, poorly fitted or top-dose-only effect, or another doubt; also: potency is read from the fitted curve at half-maximal effect; % is scaled to controls: 0 for no effect and ±100 for the full control effect; many of its hits are not listed in these tables
# HADH2 inh: inhibitors of human HADH2 dehydrogenase. Q99714. recombinant HADH2, NADH fluorescence, beta-hydroxybutyryl-CoA. Potency, µM (doses to about 57.1 µM), for inactives: at the highest dose activity change, negative = inhibition, hits mostly inhibitors. hit rate 3.4% among 73,000; also: potency is read from the fitted curve at half-maximal effect; % is scaled to controls: 0 for no effect and ±100 for the full control effect; nearly all actives have a fitted effect of over 60% in size; many of its hits are not listed in these tables
# Target sequence (Q99714 whole entry, looked up, one chain of several): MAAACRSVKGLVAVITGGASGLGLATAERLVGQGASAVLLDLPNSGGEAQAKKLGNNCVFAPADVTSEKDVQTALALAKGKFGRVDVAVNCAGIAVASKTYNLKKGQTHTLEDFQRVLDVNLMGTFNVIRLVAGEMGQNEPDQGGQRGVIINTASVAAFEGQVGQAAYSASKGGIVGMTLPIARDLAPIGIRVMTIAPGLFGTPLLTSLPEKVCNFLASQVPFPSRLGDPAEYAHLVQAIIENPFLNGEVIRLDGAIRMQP
#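 20 nM HADH2 + cpd, 15 min RT; add 1 mM NAD+/90 uM beta-hydroxybutyryl-CoA; kinetic fluorescence 360/450 nm, 4 min. Tris-HCl pH 9.0, 0.01% Tween-20.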
# Tau filament bind: binders of human tau filaments; hit rate 2% among 71,000; recombinant tau filaments, thioflavin S fluorescence, 15 h; filaments grown with octadecylsulfate alongside compound; AID 596; Potency, µM (series often up to 57.1 µM), for inactives: at the top dose activity change, negative = inhibition;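 also: potency is read from the fitted curve at half-maximal effect; % is scaled to controls: 0 for no effect and ±100 for the full control effect; actives lower thioflavin S fluorescence by blocking filaments or displacing dye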
#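 Recombinant tau protein (human, 1 uM final) plus 30 uM ODS in HEPES pH 7.4 with NaCl, DTT and thioflavine S. Compound present from the start; fluorescence at 510 nm after 15 h, 37 C.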
# DNA Pol III inh: blocks replication by bacterial DNA polymerase III holoenzyme | reconstituted DNA polymerase III holoenzyme replication, biochemical | Potency, µM (top dose mostly 57.1 µM), for the others: at the top dose activity change, negative = inhibition | hit rate 0.25% among 71,000; also: potency is read from the fitted curve at half-maximal effect; % is scaled to controls: 0 for no effect and ±100 for the full control effect
#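 Reconstituted *E. coli* holoenzyme (0.35 nM Pol III, 1 nM beta, 154 nM SSB, 2 nM primase) was preincubated with compound for 15 min at RT. Synthesis on 1.4 nM ssM13Gori ran 35 min, then was stopped with PicoGreen/EDTA and read as dsDNA fluorescence.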
# Texas Red fluor: compound fluoresces in the Texas Red spectral region. hit rate 0.06% among 59,000. AID 587. Compound fluorescence, Texas Red channel, 547/618 nm; active compounds read high. max dye-equivalent concentration, M; in the data active = max dye-equivalent concentration above about 10 nM; inconclusive = between about 1.1 nM and that limit
#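 Compound fluorescence was read after 15 min at room temperature in 100 mM Tris, pH 8.0, using 547 nm excitation and 618 nm emission across a concentration series. It was expressed as Texas Red dye-equivalent concentration from an on-plate standard curve.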
# * hit, by the source's call; i = inactive; ? = inconclusive; / = no result given; [ ] = remark or other dose. Unless noted, calls follow the shape of the dose curve; as a rule, active = well fitted curve in the direction sought with a large enough effect; inconclusive = small, poorly fitted or top-dose-only effect, or another doubt; inactive = no such curve, though single readings can be large; an effect the other way counts as inactive or inconclusive. A portion of the library, so the mix of outcomes need not match the whole.
[1] O=C(N1CCN(c2ccccn2)CC1)N1c2ccccc2Sc2ccccc21
[2] CC(=O)NC(C)c1nc2ccccc2n1Cc1ccccc1F (stereo not given)
[3] COc1ccc([N+](=O)[O-])cc1N
[4] CC1=NOC2(C1)/C(=N/O)CCC/C2=N\O (stereo not given)
[5] CCN1CCCC1CNC(=O)c1cc2c(C)nc3ccccc3c2o1 (stereo not given)
[6] COc1cccc(OCC(O)CN2CC(C)CC(C)C2)c1 (stereo not given)
[7] COc1ccc(O)c(-c2[nH]ncc2C(=O)c2ccccc2)c1
[8] COC(=O)c1cccc(NC(=O)C(C)N2C(=O)c3ccccc3C2=O)c1 (stereo not given)

assay / compound,1,2,3,4,5,6,7,8
Tau filament bind,-7%,4%,-5%,14%,10%,-9%,-17%,5%
CRE Fsk mod,10µM*,-9%,-2%,-6%,1%,0%,-17%,5%
Rhodamine autofl,i,i,/,i,i,i,i,/
HADH2 inh,8%,6%,4%,3%,20%,15%,8%,?
Luciferase inh,1%,5%,/,1%,2%,1%,0%,0%
Texas Red fluor,?,?,/,i,?,i,i,/
DNA Pol III inh,4%,0%,-4%,11%,0%,-3%,-5%,-5%
Hsp90 Hop PPI,-3%,1%,0%,-1%,-5%,-1%,-8%,-4%
HBB splicing,-0.3%,7.7%,1.2%,-4.8%[57.5 µM],2.1%[1.84 µM],0.0%,-2.2%[57.5 µM],-1.0%
ALOX15 inhib,-1%,1%,1%,5%,-1%,4%,-3%,-20%
ERK AVP block,-17%,13%,4%,3%,-10%,-1%,-12%,-15%

[9] Cc1cc(=O)n2nc(N3CCC(C(=O)NCCC4=CCCCC4)CC3)sc2n1
[10] Cc1cc(C)cc(OCC(=O)NCC2CCCO2)c1 (stereo not given)
[11] Cc1cc(C)n(-c2nc3c(c(=O)[nH]c(=O)n3C)n2CCc2ccccc2)n1
[12] Cc1cc2cc(CN(CCCN3CCOCC3)C(=O)NC3CCCCC3)c(=O)[nH]c2cc1C
[13] CCCCc1ccc(C(=O)NC(C(=O)O)C(C)C)cc1 (stereo not given)
[14] Cc1ccc(N(C(C)C(=O)O)S(=O)(=O)c2c(C)[nH]c(=O)[nH]c2=O)cc1 (stereo not given)
[15] O=C(CN1CCN(C2CCCCC2)CC1)Nc1ccccc1N1CCCCC1
[16] Nc1cc(=O)[nH]c(SCc2cccc(Cl)c2)n1

assay / compound,9,10,11,12,13,14,15,16
Tau filament bind,-9%,15%,15%,18%,1%,0%,93%,29%
CRE Fsk mod,?,-3%,?,19%,-13%,-2%,-16%,-8%
Rhodamine autofl,i,/,i,i,i,/,i,i
HADH2 inh,0%,0%,-8%,-15%,12%,-15%,-13%,14%
Luciferase inh,1%,-11%,1%,3%,2%,3%,0%,3%
Texas Red fluor,i,/,i,i,i,/,i,i
DNA Pol III inh,-2%,0%,-7%,-3%,-4%,-12%,-6%,3%
Hsp90 Hop PPI,0%,-3%,-6%,0%,-1%,-6%,-20%,-6%
HBB splicing,1.8%,1.1%,/,-0.1%[57.5 µM],-0.7%,0.5%,-2.9%,-0.6%[1.84 µM]
ALOX15 inhib,4%,5%,-3%,-17%,0%,-2%,?,-13%
ERK AVP block,9%,-5%,0%,-7%,-10%,/,25µM*,-7%

[17] O=C(NCc1ccccc1)NC1(C(=O)Nc2ccc3c(c2)OCCO3)CCCCC1
[18] O=C(Cc1c(C(=O)O)[nH]c2ccc(Cl)cc12)Nc1ccc2c(c1)OCCO2
[19] CCC(C)Sc1nc2c(c(=O)[nH]c(=O)n2C)n1CC(O)COc1cccc2ccccc12 (stereo not given)
[20] Cc1csc(N2CCc3ccccc32)n1
[21] CCC1SC(=NC(=O)c2ccc(Cl)c(Cl)c2)NC1=O (stereo not given)
[22] CCN(CC)C(=O)COc1cccc2ccccc12
[23] Cc1ccc2c(c1)N(CCC(=O)NCC1COc3ccccc3O1)C(=O)CO2 (stereo not given)
[24] CC1CCCC(C)N1C(=O)CN1C(=O)C(C)(C)Oc2ccc(C(=O)NC3CCCCC3)cc21 (stereo not given)

assay / compound,17,18,19,20,21,22,23,24
Tau filament bind,15%,2%,28%,-2%,3%[11.4 µM],-7%,7%,1%
CRE Fsk mod,-2%,?,?,2%,?,-2%,?,?
Rhodamine autofl,i,i,i,i,/,i,i,i
HADH2 inh,-1%,-3%,?,-2%,2%[11.4 µM],6%,3%,-6%
Luciferase inh,0%,1%,-2%,-2%,?,-4%,-1%,1%
Texas Red fluor,?,?,i,i,/,i,i,?
DNA Pol III inh,-4%,-7%,-2%,-6%,-3%[11.4 µM],-3%,4%,-2%
Hsp90 Hop PPI,-5%,-6%,-3%,1%,?,?,-3%,-1%
HBB splicing,/,0.1%,0.2%[57.5 µM],-0.2%,-2.8%[0.0738 µM],1.9%,1.6%,-4.0%
ALOX15 inhib,15%,-5%,-12%,-19%,2%[11.4 µM],-3%,1%,-13%
ERK AVP block,-17%,19%,-26%,-19%,47%[activator],7%,23%,-11%

[25] Cc1ccc(-c2nc(N)n(S(C)(=O)=O)n2)cc1
[26] CCOC(=O)C1CCN(C(=O)c2ccc3c(c2)OCO3)CC1
[27] COc1ccc(N2C(=O)C3CCCN3C2c2ccc(C)cc2)cc1Cl (stereo not given)
[28] O=C(N1CCOCC1)N1CCN(c2nc(-c3ccccc3)cs2)CC1
[29] CC(=O)c1ccc(N2CCN(C(=O)CCS(=O)(=O)c3ccc(C)cc3)CC2)cc1
[30] Cc1nn(Cc2ccc(Cl)cc2Cl)c(C)c1NC(=O)c1nc2n(n1)C(C(F)F)CC(C)N2 (stereo not given)
[31] CCOC(=O)CSc1nnc(-c2ccc(S(=O)(=O)N3CCC(C)CC3)cc2)o1
[32] COc1ccc(CC(=O)Nc2oc(-c3ccccc3)c(-c3ccccc3)c2C#N)cc1OC

assay / compound,25,26,27,28,29,30,31,32
Tau filament bind,-13%,-4%,2%,1%,-3%,12%,21%,404%
CRE Fsk mod,2%,?,-1%,?,13%,?,?,14%
Rhodamine autofl,i,i,i,i,i,i,i,/
HADH2 inh,16%,-5%,4%,?,-14%,3%,36%[activator],?
Luciferase inh,-6%,-3%,-1%,?,-4%,-1%,1%,-1%
Texas Red fluor,?,i,i,?,i,i,i,/
DNA Pol III inh,-6%,4%,11%,0%,0%,3%,-6%,3%
Hsp90 Hop PPI,-11%,-4%,4%,-11%,-7%,?,-1%,-5%
HBB splicing,-1.2%,3.9%[0.369 µM],-2.7%,-0.3%[57.5 µM],2.4%,2.1%,-1.6%,-1.4%
ALOX15 inhib,0%,5%,-1%,14%,2%,-2%,-11%,?
ERK AVP block,-16%,-12%,-8%,1%,4%,42%[activator],26%,?

# The closing three entries of the part before are carried over, then new ones follow:
[30] Cc1nn(Cc2ccc(Cl)cc2Cl)c(C)c1NC(=O)c1nc2n(n1)C(C(F)F)CC(C)N2 (stereo not given)
[31] CCOC(=O)CSc1nnc(-c2ccc(S(=O)(=O)N3CCC(C)CC3)cc2)o1
[32] COc1ccc(CC(=O)Nc2oc(-c3ccccc3)c(-c3ccccc3)c2C#N)cc1OC
[33] CC(C)c1cc(C(=O)Nc2ccc3c(c2)OCO3)no1
[34] O=C(CN1C(=O)c2ccccc2C1=O)OCC(=O)N1CCc2ccccc2C1
[35] c1ccc2c(c1)C(=NCC1CCCO1)NC2=NCC1CCCO1 (stereo not given)
[36] O=C(OCCOc1ccccc1Cl)c1ccc(-n2cnnn2)cc1

assay / compound,30,31,32,33,34,35,36
Tau filament bind,12%,21%,404%,13µM*,-9%,-20%,10%
CRE Fsk mod,?,?,14%,-3%,?,?,?
Rhodamine autofl,i,i,/,/,i,i,i
HADH2 inh,3%,36%[activator],?,0%,10%,3%,16%
Luciferase inh,-1%,1%,-1%,7.9µM*,1%,3%,-8%
Texas Red fluor,i,i,/,/,?,i,i
DNA Pol III inh,3%,-6%,3%,-2%,-6%,-7%,11%
Hsp90 Hop PPI,?,-1%,-5%,-6%,-3%,-1%,0%
HBB splicing,2.1%,-1.6%,-1.4%,-1.4%,0.3%,-5.2%,2.8%
ALOX15 inhib,-2%,-11%,?,-11%,6%,0%,-16%
ERK AVP block,42%[activator],26%,?,-6%,-5%,-9%,?

# Individual results from the list:
# DNA Pol III inh with no. 34 : -6%
# HADH2 inh with no. 35 : 3%
# Hsp90 Hop PPI with no. 36 : 0%
# HADH2 inh with no. 33 : 0%
